Source: PubChem (National Center for Advancing Translational Sciences (NCATS))
Glioma ERSR ind: qHTS for Inducers of the Endoplasmic Reticulum Stress Response (ERSR) in Human Glioma: qHTS. U87-MG GRP78 promoter luciferase reporter, 16 h. Potency, µM, inactives show at the top dose activation, hits mostly activators. 0.02% of 420,000 active; note: potency is the fitted concentration of half-maximal effect; series mostly up to about 76 µM; % of control where 0% means no effect; nearly all actives have a fitted effect of over 35% in size
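ERSR induction read as luciferase luminescence (Bright-Glo, 10 min at room temperature) in stably transfected human U87-MG glioma cells exposed to compounds for 16 h, using GRP78 as sensor.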
USP1-UAF1 inh: Inhibitors of USP1/UAF1: Primary Screen. recombinant USP1/UAF1, Ub-Rhodamine cleavage fluorescence. Potency, µM (top dose mostly 57.1 µM), inactives show top-dose activity change, negative = inhibition, usual class: inhibitors. 0.23% of 390,000 active; note: potency is the fitted concentration of half-maximal effect; % is set by controls: 0 for no effect and ±100 for the full control effect; nearly all actives have a fitted effect of over 60% in size; inactives centre near -12
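USP1/UAF1 complex (1 nM) preincubated 15 min at room temperature with compound, then Ub-Rho substrate (150 nM final) added. Kinetic fluorescence at 480/540 nm over 6 reads at 60 s intervals; 50 mM HEPES pH 7.8, 0.5 mM EDTA, 0.1 mg/ml BSA, 1 mM TCEP, 0.01% Tween-20.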
Vif-A3G inh: qHTS for Inhibitors of Vif-A3G Interactions: qHTS; DNA dC->dU-editing enzyme APOBEC-3G (Homo sapiens), Q9HC16; HeLa A3G-eYFP + Vif (tagged APOBEC3G with the HIV-1 protein that degrades it), YFP fluorescence, overnight; Potency, µM (highest dose often 46.1 µM), for inactives: top-dose activity, negative = active, most hits filed as inhibitors; 0.076% of 410,000 active;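 note: potency is the fitted concentration of half-maximal effect; % is set by controls: 0 for no effect and ±100 for the full control effect; nearly all actives have a fitted effect of over 60% in size; hits raise eYFP signal because A3G escapes Vif-driven loss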
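HeLa cells stably expressing Vif and C-terminally eYFP-tagged A3G, seeded overnight at 37 deg C, then exposed to compound by pintool overnight at 37 deg C. Rise in yellow fluorescence (Ex 488/Em 500-530, Acumen) marks blocked Vif-driven A3G degradation.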
LDHA inh: qHTS assay for inhibitors of human lactate dehydrogenase; L-lactate dehydrogenase A chain (Homo sapiens), P00338; purified LDHA, NADH/diaphorase-resazurin fluorescence; active compounds read low; activity change, % (values are at about 110 or 230 µM); 0.15% of 480,000 active; in the data active = activity change below about -30%; inconclusive = mostly about -25% to -30%;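 note: plate controls were DMSO wells for no effect and wells without enzyme for full effect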
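Human LDH5 at 2 nM final in Tris HCl pH 7.4 with 0.06 mM NADH and 0.2 mM pyruvate, reacted 5 minutes at room temperature. Remaining NADH coupled via diaphorase/resazurin; resorufin fluorescence read at 0 and 20 minutes, normalized to enzyme-free and DMSO wells.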
IDH1 R132H inh: qHTS for Inhibitors of mutant isocitrate dehydrogenase 1 (IDH1): qHTS. 0.093% of 390,000 active. Potency, µM (series often up to 76.6 µM), without a hit: at the highest dose activity change, negative = inhibition, usual class: inhibitors. IDH1-R132H enzyme, NADPH consumption, diaphorase/resazurin fluorescence. Isocitrate dehydrogenase [NADP] cytoplasmic (Homo sapiens), O75874; note: potency is the fitted concentration of half-maximal effect; % is set by controls: 0 for no effect and ±100 for the full control effect; nearly all actives have a fitted effect of over 65% in size
Target sequence (O75874 whole entry R132H, stated change not applied): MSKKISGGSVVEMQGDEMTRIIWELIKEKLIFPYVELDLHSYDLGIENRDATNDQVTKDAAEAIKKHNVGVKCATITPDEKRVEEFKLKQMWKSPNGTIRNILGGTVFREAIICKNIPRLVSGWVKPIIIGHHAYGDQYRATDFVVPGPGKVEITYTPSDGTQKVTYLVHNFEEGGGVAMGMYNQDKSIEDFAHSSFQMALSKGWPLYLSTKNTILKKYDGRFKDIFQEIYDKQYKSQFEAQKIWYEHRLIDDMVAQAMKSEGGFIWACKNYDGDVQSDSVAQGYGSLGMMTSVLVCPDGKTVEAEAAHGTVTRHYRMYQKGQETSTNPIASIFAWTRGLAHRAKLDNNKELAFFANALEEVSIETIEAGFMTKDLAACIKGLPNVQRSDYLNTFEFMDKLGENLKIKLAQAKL
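IDH1-R132H (0.5 ug/mL dispensed) in pH 7.5 Tris buffer was preincubated 30 min with compound, then given a substrate mix of 0.016 mM NADPH and 2 mM alpha-KG for 80 min at room temperature; remaining NADPH was read by diaphorase/resazurin fluorescence.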
Vif-APOBEC3F blk: qHTS for Inhibitors of Vif-A3F Interactions: qHTS | HeLa A3F-eYFP + Vif (tagged APOBEC3F with the HIV-1 protein that degrades it), YFP fluorescence increase | Potency, µM (titrated, usually from 46.1 µM), inactives show at the top dose activity, negative = active | 0.2% of 390,000 active; note: potency is the fitted concentration of half-maximal effect; % of control where 0% means no effect; nearly all actives have a fitted effect of over 65% in size
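HeLa cells stably expressing Vif plus C-terminally eYFP-tagged A3F were seeded, incubated overnight at 37 deg C, dosed with compound, incubated overnight again at 37 deg C. Yellow fluorescence (Ex 488/Em 500-530) reported blocked Vif-mediated A3F-eYFP degradation.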
rTrxR1 inhibitor: qHTS Assay for Inhibitors of Mammalian Selenoprotein Thioredoxin Reductase 1 (TrxR1): qHTS; Thioredoxin reductase 1, cytoplasmic (Rattus norvegicus), O89049; recombinant rTrxR1, NADPH fluorescence consumption, selenite substrate; Potency, µM (titrated, usually from 114 µM), inactives show at the highest dose activity change, negative = inhibition, actives largely listed as inhibitors; AID 588453, 2011; 1% of 390,000 active; note: potency is the fitted concentration of half-maximal effect; % is set by controls: 0 for no effect and ±100 for the full control effect; nearly all actives have a fitted effect of over 65% in size
Target sequence (O89049 whole entry, looked up): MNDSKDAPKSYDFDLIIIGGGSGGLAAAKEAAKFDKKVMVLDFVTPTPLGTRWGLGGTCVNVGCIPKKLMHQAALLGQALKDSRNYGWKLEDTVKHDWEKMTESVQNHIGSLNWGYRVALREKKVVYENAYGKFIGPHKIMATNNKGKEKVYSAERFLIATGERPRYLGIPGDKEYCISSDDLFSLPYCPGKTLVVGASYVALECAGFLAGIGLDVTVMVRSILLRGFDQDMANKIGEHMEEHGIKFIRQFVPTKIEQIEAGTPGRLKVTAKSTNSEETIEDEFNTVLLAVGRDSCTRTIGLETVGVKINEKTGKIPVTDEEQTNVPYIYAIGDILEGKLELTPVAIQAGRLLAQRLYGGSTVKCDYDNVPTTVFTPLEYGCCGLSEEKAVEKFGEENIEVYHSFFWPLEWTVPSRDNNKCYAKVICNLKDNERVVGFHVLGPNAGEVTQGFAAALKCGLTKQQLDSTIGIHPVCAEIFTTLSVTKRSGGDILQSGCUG
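Rat TrxR1 (90 nM in the dispensed reagent) was pre-reduced with 400 uM NADPH for 5 min at room temperature, then incubated with compound for 15 min. After 400 uM selenite was added, NADPH fluorescence (Ex 340/Em 450 nm) was followed for 8 min.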
RGS4 inhibitor: Inhibitors of Regulator of G Protein Signaling (RGS) 4: qHTS | Regulator of G-protein signaling 4 (Homo sapiens), P49798 | Transcreener GDP fluorescence polarization, RGS4-accelerated GTP hydrolysis | Potency, µM (series often up to 114 µM), for inactives: at the top dose activity change, negative = inhibition, most hits filed as inhibitors | 0.039% of 390,000 active; note: potency is the fitted concentration of half-maximal effect; % is set by controls: 0 for no effect and ±100 for the full control effect; nearly all actives have a fitted effect of over 75% in size; some results filed as inactive show a strong effect at the top dose
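MLSMR compounds (23 nl, pin-transferred) preincubated 10 min at room temperature with a 500nM (2x) first reagent, then RGS4 at 900nM (2x) plus Transcreener GDP mix added; fluorescence polarization (620/688 nm) read before and after 90 min at 30 °C.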
TrxR1 substrate: qHTS Assay for Substrates of Mammalian Selenoprotein Thioredoxin Reductase 1 (TrxR1): qHTS | Thioredoxin reductase 1, cytoplasmic (Rattus norvegicus), O89049 | purified TrxR1 substrate turnover, NADPH consumption readout | Potency, µM (doses to about 114 µM), for the others: top-dose activity change, negative = substrate turnover | 0.01% of 390,000 active; note: potency is the fitted concentration of half-maximal effect; % is set by controls: 0 for no effect and ±100 for the full control effect; nearly all actives have a fitted effect of over 50% in size
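Rat TrxR1, dispensed at 90 nM, was prereduced with 400 uM NADPH (final) for 5 min at ~22 deg C, then incubated with compound 15 min before 400 uM selenite. A first-read NADPH fluorescence drop versus no-compound background flagged substrates.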
* hit, by the source's call; ? = inconclusive; · = not tested or not shown; [ ] = remark or other dose. Unless noted, calls come from the whole dose curve; as a rule, active = well fitted curve in the direction sought with a large enough effect; inconclusive = small, poorly fitted or top-dose-only effect, or another doubt; inactive = no such curve, though single readings can be large; an effect the other way counts as inactive or inconclusive.

Every second line gives: Glioma ERSR ind	USP1-UAF1 inh	Vif-A3G inh	LDHA inh	IDH1 R132H inh	Vif-APOBEC3F blk	rTrxR1 inhibitor	RGS4 inhibitor	TrxR1 substrate
COc1ccc(OCc2cccc(C(=O)Nc3ccc(CN4CCCCC4)cc3)c2)cc1
→ -13%	-10%	6%	-2	8%	5%	-10%	-32%	-5%
CCOc1ccc(/C=N/NC(=O)c2cc3ccccc3cc2OC)cc1
→ -2%	-20%	2%	-1	-10%	8%	45%[activator]	28%	10%
COc1ccc(CNS(=O)(=O)NCc2ccccc2)cc1OC
→ -6%	-8%	1%	-1	-5%	1%	25%	0%	-1%
CC(C)c1ccc(NC2CCCN(C(=O)CCc3cn[nH]c3)C2)cc1 (stereo not drawn)
→ -3%	-15%	1%	-1	1%	1%	18%	11%	11%
O=C(CCCN1C(=O)CCC1=O)Nc1ccc2c(c1)OCCO2
→ -4%	1%	-1%	-2	-4%	-10%	4%[57.1 µM]	13%[11.4 µM]	-7%
COc1ccccc1CNC(=O)CCCn1c(=O)c2ccccc2n(CC(=O)Nc2c(C)cc(C)cc2C)c1=O
→ -3%	-23%	-4%	-5	-5%	1%	-13%	-17%	-2%
O=c1cc(CSCc2ccc(Cl)cc2)[nH]c(=O)[nH]1
→ -2%	-13%	-1%	-4	2%	-38%	13%[57.1 µM]	-3%	5%[57.1 µM]
CCOC(=O)CSc1ncc(-c2cccc(Cl)c2)cn1
→ -2%	-3%	0%	2	1%	2%	20%	9%	0%
NC(N)=NS(=O)(=O)c1ccc(NC(=S)NC(=O)c2ccc3c(c2)OCO3)cc1
→ -3%	-14%	5%	3	15%	1%	-4%	-46%	4%
Cc1ccc(C)c(NC(=O)COC(=O)c2c(C)nn(-c3ccccc3)c2C)c1
→ -4%	-17%	0%	-5	0%	14%	7%	13%	2%
Cc1ccc(CNC(=O)c2cc(S(=O)(=O)N3CCCCC3)ccc2N2CCOCC2)cc1
→ -4%	-2%	2%	-6	-1%	1%	2%	3%	-3%
Cc1cc(=O)[nH]c(N2CCCC2)n1
→ 0%	-14%	1%	-9	5%	-9%	2%	-3%	-5%
COCCCNC(=O)CCCn1c(=O)c2cccn2c2ccccc21
→ -6%	-29%	4%	-10	18%	1%	14%	12%	-8%
COc1ccc(C2=NOC(C)(c3nnc(-c4ccc(Cl)cc4)o3)C2)cc1 (stereo not drawn)
→ 7%	17%	1%	-11	-2%	-4%	7%	11%	-8%
C#Cc1cccc(C(=O)N(Cc2cccnc2)CC2CCCN(C3CCCCC3)C2)c1 (stereo not drawn)
→ -3%	-13%	0%	-1	21%	0%	·	·	·
CCOC(=O)Cn1c(=NC(=O)CN2C(=O)CCC2=O)sc2cc(S(N)(=O)=O)ccc21
→ 0%	-6%	0%	-4	2%	?	19%	11%	3%
CCOC(=O)N1CC=C2C(C#N)=C(N)C(C#N)(C#N)[C@H](c3cccs3)C2C1 (stereo partly drawn)
→ -3%	-25%	-10%	-1	-9%	-19%	-19%	0%[11.4 µM]	9%[57.1 µM]
Cc1ccccc1NC(=S)N/N=C/c1ccc(O)cc1O
→ ?	-22%	-12%	0	-4%	6%	-2%	-34%	-3%
COc1ccc(CC(=O)Nc2c3c(nn2C(C)(C)C)CS(=O)(=O)C3)cc1OC
→ -6%	-13%	-1%	30	6%	-9%	?	-32%	-9%
O=C(NCCOCCn1c(=O)oc2ccccc21)Nc1ccc(F)cc1
→ -3%	-25%	4%	-1	10%	2%	14%	1%	-3%
CCCc1cc(=O)[nH]c(SCC(=O)NC2CCCc3ccccc32)n1 (stereo not drawn)
→ -5%	-17%	-4%	-3	33%[activator]	-7%	23%	-6%	8%
CC(C)(Oc1ccc(Cl)cc1)C(=O)OCC(=O)NCCc1ccccc1
→ 6%	-27%	-10%	-2	-10%	-3%	21%	13%	0%
O=C(CN1C(=O)NC2(CCCCC2)C1=O)Nc1ccccc1Cl
→ -2%	-6%	0%	-6	-1%	0%	5%	-12%	-3%
CCc1ccc(NC(=O)CN2C(=O)COc3ccc(S(=O)(=O)N4CCCC4)cc32)cc1
→ -1%	-20%	3%	0	9%	-2%	14%	-5%[56.9 µM]	-4%
COc1cccc(C(=O)Nc2ccc(-c3nc4ccc(C)cc4s3)cc2)c1OC
→ 0%	-13%	-2%	-10	-9%	5%	78%[activator][57.1 µM]	-19%	65%[activator][57.1 µM]
CC(C)(C)c1ccc(C(=O)NNc2ncnc3c2cnn3-c2ccc(Cl)cc2)cc1
→ -5%	-30%	2%	-1	9%	-7%	6%[57.1 µM]	11%	-6%[57.1 µM]
CCc1nc2ccccc2c(=O)n1NC(=O)c1c(O)c2ccccc2[nH]c1=O
→ -5%	-8%	-1%	-22	-5%	6%	2%	0%	-6%
N#Cc1ccc(NC(=O)Nc2ccc(Oc3ccc(NC(=O)Nc4ccc(C#N)cc4)cc3)cc2)cc1
→ -15%	-23%	3%	-4	2%	0%	17%	-32%	3%
CC(C)[C@@H](NC(=O)C1CCN(C(=O)[C@@H]2CCCN2C(=O)OC(C)(C)C)CC1)C(=O)NCc1ccc(F)cc1
→ 0%	-25%	-2%	-1	1%	-3%	-13%	-5%	-1%
CCCCN1CC(CO)Oc2cccc(F)c2S1(=O)=O (stereo not drawn)
→ -4%	-25%	-3%	-1	-3%	0%	15%	7%	2%
COc1ccc(Cn2c(=O)c3cccnc3n(Cc3ccc([N+](=O)[O-])cc3)c2=O)cc1
→ 0%	0%	-6%	-8	-1%	-13%	-3%	-2%	-8%
CCOC(=O)C1=C(COc2ccc(C)cc2)NC(=O)NC1c1cc(C)ccc1C (stereo not drawn)
→ -3%	-20%	-1%	2	-3%	-7%	5%	2%	3%
O=C(COc1ccc2ccccc2c1)N1CCN(C(=O)c2cccs2)CC1
→ 0%	-7%	-1%	1	3%	2%	-8%	-3%	-6%
O=C(Nc1ccc2c(c1)OCO2)c1ccc(S(=O)(=O)NCC2CCCO2)cc1 (stereo not drawn)
→ 13%	-6%	1%	-1	6%	-3%	7%	-8%	-3%
O=[N+]([O-])/C=C/c1cn(Cc2ccc(F)cc2)c2ccccc12
→ -14%	-20%	?	-3	?	-10%	-16%[57.1 µM]	-42%	0%[57.1 µM]
COc1ccc(-c2nc3sc(CCNC(=O)C(=O)Nc4cccc(NC(C)=O)c4)c(C)n3n2)cc1
→ 3%	-10%	-7%	7	13%	1%	-2%[57.1 µM]	-30%	2%[57.1 µM]
O=C(NC(=S)N1CCN(c2ccc([N+](=O)[O-])cc2)CC1)c1ccccc1F
→ -2%	-6%	0%	-7	-6%	-1%	-3%	3%	0%
CCOC(=O)C1(CCc2ccccc2)CCN(C(=O)C2=C(C)OCCO2)CC1
→ 2%	0%	0%	-3	-2%	1%	-6%[57.1 µM]	21%	-6%[57.1 µM]
O=C(O)c1ccc(-n2c(-c3ccc(Br)cc3)n[nH]c2=S)cc1
→ -1%	-27%	-1%	-10	0%	9%	-13%	-17%	3%
N=C1/C(=C\c2coc3ccc(O)cc3c2=O)C(=O)N=C2SC=CN12
→ 6%	28µM*	-12%	22	18%	-24%	?	-46%	-1%
COc1ccc(NC(=O)COC(=O)C23CC4CC(CC(NC(C)=O)(C4)C2)C3)cc1S(=O)(=O)N1CCOCC1
→ -6%	-9%	0%	-2	4%	-3%	5%[57.1 µM]	-1%	-9%
O=C(Nc1ccccc1)O/N=C/c1ccccc1Cl
→ 3%	-4%	-1%	-6	-1%	-12%	17%	15%	10%
Cc1ccc(/C=C/c2onc(C)c2S(=O)(=O)N2CCC(C(=O)NCC(C)c3ccccc3)CC2)cc1 (stereo not drawn)
→ -2%	-5%	0%	1	-12%	0%	13%[57.1 µM]	4%	-3%[57.1 µM]
Cc1nc2cc(NC(=O)c3ccc(Cl)cc3)ccc2n1C
→ -11%	-12%	3%	-4	-6%	2%	-5%	-21%	-12%
O/N=C(\c1ccccn1)C1CC1c1ccccc1 (stereo not drawn)
→ 1%	-12%	1%	1	-7%	-16%	-2%	14%	0%
O=C(NCc1ccc(Cl)cc1)c1ccc2c(c1)nnn2C1CCCC1
→ -3%	6%	-1%	-8	-6%	3%	26%[57.1 µM]	1%	4%[57.1 µM]

Not all compounds are listed (hit frequency here may not be typical).
